# DAGLB inhibitor: blocks human DAGLB lipase activity | inhibition, % at 5.17 µM | AID 504411 | HEK293T DAGLB membrane lysate, EnzChek fluorogenic substrate | 0.059% of 340,000 active | Q8NCG7; in the data active means inhibition above about 34%;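 further: 0% = enzyme with vehicle and 100% = wells lacking enzyme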
# PKA-R2B activ: PKA-R2B complex activation | P22694+P31323 | PKA-R2B holoenzyme dissociation, Cy5-IP20 fluorescence polarization; R2B truncated from residue 108, S112A mutant; 0% DMSO only, 100% 113 µM cGMP | activation, % at 11.4 µM | 0.079% of 340,000 active | AID 504700;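 active means activation above a cutoff set at the mean over all compounds plus 3 SD, cut at about 18% in these data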;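 further: higher means more holoenzyme dissociation and a rise in polarization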
# Target sequence (P31323 whole entry, looked up, other chains not shown, the tested form may be a part): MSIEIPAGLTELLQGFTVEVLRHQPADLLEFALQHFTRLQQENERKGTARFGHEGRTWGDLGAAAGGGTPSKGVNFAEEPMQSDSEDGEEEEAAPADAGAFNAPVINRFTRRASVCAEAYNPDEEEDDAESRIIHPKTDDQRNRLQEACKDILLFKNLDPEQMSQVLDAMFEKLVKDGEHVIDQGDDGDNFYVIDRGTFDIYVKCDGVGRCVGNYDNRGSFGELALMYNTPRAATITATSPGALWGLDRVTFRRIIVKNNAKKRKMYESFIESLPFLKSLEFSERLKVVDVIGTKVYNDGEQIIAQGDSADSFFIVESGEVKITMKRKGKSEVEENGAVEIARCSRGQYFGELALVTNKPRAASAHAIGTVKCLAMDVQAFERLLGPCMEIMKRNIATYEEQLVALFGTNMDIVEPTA
# AddAB inh: less growth of phage-infected E. coli with AddAB. inhibition, % at 11.9 µM. 0.29% of 330,000 active. E. coli expressing H. pylori AddAB, absorbance growth; in the data active means inhibition above about 12%;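 further: 0% = vehicle wells of infected cells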
# CDK5 p35 inh: inhibitors of human CDK5/p35 kinase | inhibition, % at 10 µM | 0.01% of 330,000 active | Q00535+Q15078 | Recombinant CDK5/p35, ADP-Glo luminescence, 60 min;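 active means highest replicate inhibition of at least 50% and at least 75% of replicates reaching 50%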;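 further: plate controls were DMSO neutral control for no effect and GW8510 at 10 µM for full effect; many of its hits are not listed in these tables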
# PKA-R1A act: activates the PKA-R1A holoenzyme complex | activation, % at 11.4 µM | P00514+P68181 | PKA-R1A dissociation, Cy5-IP20 fluorescence polarization; scaled: DMSO 0%, 113 µM cGMP 100% | 0.083% of 340,000 active;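 active means percent activation above the mean of all tested compounds plus 3 SD, cut at about 19% in these data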;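 further: higher means more PKAc released from R1A so a rise in polarization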
# phage Ecoli inh: E. coli growth loss with phage present. inhibition, % at 11.9 µM. 0.26% of 360,000 active. growth absorbance; in the data active means inhibition above about 11%
# HTR5A ag ctr: activates human HTR5A in OPRM1-OPRD1 agonist counter-screen. HTR5A agonist assay, luminescence, cell-based. activation, % at 9.3 µM. 0.61% of 340,000 active. AID 504692; in the data active means activation mostly above about 9.5%, no sharp cut-off; inactive means mostly below about 7.6%;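 further: 0% = cells with vehicle only and 100% = reference agonist; strong numbers were not always called active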
# Target sequence (P47898 whole entry, looked up): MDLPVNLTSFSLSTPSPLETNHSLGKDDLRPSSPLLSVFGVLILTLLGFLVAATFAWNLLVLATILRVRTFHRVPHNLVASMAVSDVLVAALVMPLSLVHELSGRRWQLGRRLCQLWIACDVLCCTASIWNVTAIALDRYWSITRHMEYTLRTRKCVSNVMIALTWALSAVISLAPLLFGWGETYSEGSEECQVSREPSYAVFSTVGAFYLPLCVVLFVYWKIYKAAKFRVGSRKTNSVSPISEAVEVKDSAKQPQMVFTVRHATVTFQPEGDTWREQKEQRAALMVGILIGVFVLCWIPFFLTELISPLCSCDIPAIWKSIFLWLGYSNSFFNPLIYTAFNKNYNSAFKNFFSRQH
# Tat transport: E. coli Tat transport inhibition; E. coli MC4100 TorA-mCherry Tat export, fluorescence; inhibition, % at 10 µM; 0.036% of 340,000 active; AID 488895;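 active means mean replicate inhibition at least 50% and at least half of replicates individually reaching 50%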;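 further: exported cargo escapes ClpAP degradation while cytoplasmic cargo is degraded and loses fluorescence; 0% = median of neutral control wells and 100% = median of NaSCN control wells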
# HTR5A inv ag: inverse agonist of human HTR5A in OPRM1-OPRD1 counter-screen. P47898. HTR5A cell line, luminescence, inverse agonism. inhibition, % at 9.3 µM. 0.083% of 340,000 active; in the data active means inhibition mostly above about 23%, no sharp cut-off; inactive means mostly below about 18%;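 further: 0% = cells with DMSO and 100% = no-cell wells with DMSO; some compounds called inactive have numbers as strong as hits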
# SUMO Mot1 rescue: SUMOylation pathway inhibition by Mot1-301 growth rescue; S. cerevisiae Mot1-301 growth rescue, ATP luminescence, 38.5C; percent above DMSO median, 100 means doubled; growth rescue, % at 18.8 µM; 1% of 320,000 active; AID 2716;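 active means every valid replicate shows activation above 250% relative to neutral control wells; inactive means the rest, any valid replicate at or below 250%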;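 further: OY570 slx delta 5 strain wells were the positive control but not used for scaling; some compounds called inactive have numbers as strong as hits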
# Ecoli viability: reduces bacterial viability in AddAB counter-screen; E. coli V3065 growth, OD600 absorbance, 18 h; inhibition, % at 11.9 µM; 0.27% of 330,000 active; AID 449728;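 active means inhibition above the campaign's mean inhibition across all tested compounds plus 3 SD, cut at about 9.9% in these data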;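 further: uninfected addAB+ strain grown without phage in ampicillin broth; 0% = DMSO wells and 100% = ciprofloxacin 0.95 µg/ml wells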
# Starred values were filed as active, the others as inactive; i = inactive; / = no result given.
# The first 4 entries (preview)
SMILES,DAGLB inhibitor,PKA-R2B activ,AddAB inh,CDK5 p35 inh,PKA-R1A act,phage Ecoli inh,HTR5A ag ctr,Tat transport,HTR5A inv ag,SUMO Mot1 rescue,Ecoli viability
Cc1cccc(N2CCN(C(=O)c3cc(S(=O)(=O)N4CCCC4)cn3C)CC2)c1C,-1.5,-0.5,0.3,3.8,-5.5,0.4,0.1,8.1,0.2,-2.1,-1.1
O=C1CCc2cc(S(=O)(=O)N3CCN(Cc4ccc5c(c4)OCO5)CC3)ccc2N1,1.9,-0.6,0.4,1.2,1.3,-0.1,0.2,2.0,-6.5,-1.2,-1.2
O=C(c1ccc(Br)o1)N1CCN=C1SCc1cccc(F)c1,-5.4,-2.3,3.0,0.2,11.3,0.0,-1.3,-5.9,3.8,-9.3,0.9
COc1ccccc1NC(=O)Cc1cccc2ccccc12,-4.2,1.4,2.7,1.1,3.4,2.5,-1.9,-6.1,7.1,-5.4,1.3

# Results (from the top)
SMILES,DAGLB inhibitor,PKA-R2B activ,AddAB inh,CDK5 p35 inh,PKA-R1A act,phage Ecoli inh,HTR5A ag ctr,Tat transport,HTR5A inv ag,SUMO Mot1 rescue,Ecoli viability
Cc1cccc(N2CCN(C(=O)c3cc(S(=O)(=O)N4CCCC4)cn3C)CC2)c1C,-1.5,-0.5,0.3,3.8,-5.5,0.4,0.1,8.1,0.2,-2.1,-1.1
O=C1CCc2cc(S(=O)(=O)N3CCN(Cc4ccc5c(c4)OCO5)CC3)ccc2N1,1.9,-0.6,0.4,1.2,1.3,-0.1,0.2,2.0,-6.5,-1.2,-1.2
O=C(c1ccc(Br)o1)N1CCN=C1SCc1cccc(F)c1,-5.4,-2.3,3.0,0.2,11.3,0.0,-1.3,-5.9,3.8,-9.3,0.9
COc1ccccc1NC(=O)Cc1cccc2ccccc12,-4.2,1.4,2.7,1.1,3.4,2.5,-1.9,-6.1,7.1,-5.4,1.3
CCOc1ccc(-c2cc(C(=O)N/N=C/c3ccc(O)cc3)c3ccccc3n2)cc1,-1.3,3.4,3.7,0.1,-2.3,3.9,8.7,-9.3,6.9,4.2,0.0
Cc1cc(C)c(OCC(=O)N(Cc2cccs2)C2CCS(=O)(=O)C2)c(C)c1 (stereo unspecified),-2.0,1.6,3.1,-0.3,16.1,1.2,-3.3,3.4,8.0,-14.3,-0.6
Cc1nc(NC(=O)COC(=O)C(C)NC(=O)c2ccccc2)c(Cl)cc1Cl (stereo unspecified),-1.6,-2.7,2.5,-2.6,-8.5,1.6,0.5,-12.1,2.9,-5.1,0.7
Cc1ccccc1C(=O)NCCOc1ccccc1Cl,0.9,8.8,1.2,0.5,-0.3,0.7,-3.1,1.0,-10.8,2.5,-1.5
COc1cc(CC(=O)NCc2ccccn2)cc(OC)c1OC,-0.1,-0.7,2.9,0.3,3.2,3.2,-4.6,-1.6,14.9,0.6,-2.4
CN(Cc1ccccc1)C(=O)CNC(=O)Cn1cnc2ccccc2c1=O,0.8,-2.5,3.5,0.6,-14.1,0.3,1.6,1.8,9.3,36.1,-0.7
COc1cc(O)sc1C=Nc1ccc(Cl)cc1,1.6,-3.8,2.3,-0.6,-1.9,5.6,4.4,1.3,9.0,569.6,0.4
O=C(NC1CCN(S(=O)(=O)c2cccc(F)c2)CC1)c1cccc(F)c1,-4.2,9.0,/,-4.9,5.4,1.3,4.6,4.4,-17.0,-18.8,/
COc1ccc(C(=O)NC(C)c2ccccc2)cc1Br (stereo unspecified),-1.0,-7.5,1.0,0.3,4.7,5.3,3.6,-13.4,-9.7,-20.6,-1.1
C=CCNC(=S)NNC(=O)c1cccn(Cc2ccc(Cl)c(Cl)c2)c1=O,4.2,-8.2,-3.4,-1.1,-9.9,1.9,-4.8,-1.2,19.7,-5.4,-3.2
O=C(c1ccco1)N(CCC(c1ccccc1)c1ccco1)Cc1ccccc1 (stereo unspecified),3.8,-8.8,0.0,2.7,3.0,2.5,-0.2,-1.7,19.8,1.3,-1.1
COc1ccc(CN2C[C@]3(CO)O[C@@H](CO)C[C@@H]3S2(=O)=O)cc1,-0.4,2.9,0.6,-1.6,0.5,2.1,2.6,-3.6,-9.0,/,-0.5
CC(C)CCN1CCNC(=O)C1CC(=O)Nc1ccc(F)cc1 (stereo unspecified),0.9,5.0,-1.1,-2.5,-4.1,1.4,0.8,-2.3,0.9,266.1,-1.2
O=C1CN(C(=O)COC(=O)c2cccs2)c2ccccc2N1,-0.9,1.4,4.3,0.5,6.4,-0.9,3.5,-1.3,-9.8,/,-0.1
COCCNC(=O)/C(C#N)=C/c1cc(C(C)C)c(OC)cc1C,-5.8,-16.1,0.2,1.4,-0.6,2.2,3.0,21.5,-5.5,-10.1,2.9
CCN(CC)CCNC(=O)/C(=C/c1cn(CC)c2ccccc12)NC(=O)c1cc(OC)c(OC)c(OC)c1,2.3,-2.8,3.6,0.3,-11.7,4.2,5.1,1.0,-47.3,312.3,0.4

# Compound profiles, from the list above. Order of values: DAGLB inhibitor, PKA-R2B activ, AddAB inh, CDK5 p35 inh, PKA-R1A act, phage Ecoli inh, HTR5A ag ctr, Tat transport, HTR5A inv ag, SUMO Mot1 rescue, Ecoli viability
# Cc1cccc(N2CCN(C(=O)c3cc(S(=O)(=O)N4CCCC4)cn3C)CC2)c1C in the list: -1.5, -0.5, 0.3, 3.8, -5.5, 0.4, 0.1, 8.1, 0.2, -2.1, -1.1
# COc1ccc(C(=O)NC(C)c2ccccc2)cc1Br (stereo unspecified) in the list: -1.0, -7.5, 1.0, 0.3, 4.7, 5.3, 3.6, -13.4, -9.7, -20.6, -1.1

# Next structures follow.
SMILES,DAGLB inhibitor,PKA-R2B activ,AddAB inh,CDK5 p35 inh,PKA-R1A act,phage Ecoli inh,HTR5A ag ctr,Tat transport,HTR5A inv ag,SUMO Mot1 rescue,Ecoli viability
O=C(NC1CC1)c1cccc2c1C(=O)c1ccc(N3CCC(Cc4ccccc4)CC3)cc1S2(=O)=O,-16.1,-6.6,-0.9,1.6,-8.3,0.3,-2.1,3.1,5.5,-0.7,-2.5
COc1ccc(N2CCN(CCNC(=O)CCN3C(=O)COc4ccccc43)CC2)cc1,0.8,-6.5,1.4,-2.2,2.6,-1.9,1.2,2.0,15.0,-7.8,0.4
O=C(NCc1ccc2c(c1)OCO2)NC12CC3CC(CC(C3)C1)C2,-1.9,-0.4,-0.6,0.8,-8.1,2.6,2.3,-1.5,-5.7,4.9,-0.5
CCOC(=O)C1CCN(C(=O)c2ccc(Cl)c(Cl)c2)CC1,-4.6,8.8,4.9,0.7,-1.5,0.6,1.4,1.7,-2.5,i,1.8
CC(OC(=O)CCCCCN=C1NS(=O)(=O)c2ccccc21)C(=O)Nc1cc(Cl)cc(Cl)c1 (stereo unspecified),0.6,-4.2,1.5,-0.6,-3.4,1.4,1.1,3.9,-0.2,18.6,0.3
Cc1ccc(Cn2c(C(C)Nc3nc(-c4ccc(F)cc4)cs3)nc3cc(Cl)c(Cl)cc32)cc1 (stereo unspecified),-3.9,1.8,2.0,-0.5,-8.6,0.2,-2.8,-3.4,7.2,-12.2,-0.9
O=C(COC(=O)c1cc(-c2ccco2)nc2ccccc12)NCc1ccccc1,-7.8,-0.8,2.0,0.9,-12.0,0.3,1.2,2.6,-13.8,1.3,-2.9
C=CCNC(=O)Nc1ccc2oc(C)nc2c1,0.7,-5.2,1.7,0.2,-10.3,0.0,3.6,-9.4,5.7,14.9,3.2
CCOc1ccccc1CNC(=O)C1CCN(c2nnc(C)c3c(C)n(-c4ccc(C)cc4)nc23)CC1,5.2,-5.2,1.1,1.9,-13.2,1.8,0.5,3.4,-2.1,2.2,1.8
CNCC(=O)N1CCN(c2ncc(C(F)(F)F)cc2Cl)CC1,1.4,-1.1,4.4,-0.1,-12.4,3.7,-1.9,-2.7,5.3,9.8,1.2
CCOP(=O)(OCC)C(NC(=O)Nc1ccc(C)c(Cl)c1)c1ccccc1 (stereo unspecified),0.8,2.2,-0.8,-0.6,-2.8,3.1,0.9,3.0,-2.4,6.3,-0.1
C/C(=N/NC(=O)CNC(=O)C(c1ccccc1)c1ccccc1)c1ccco1,2.2,3.8,-0.6,0.6,6.3,0.7,-3.8,-1.5,-3.8,-7.2,-3.3
CN(C)c1nc(OCCOC(=O)COc2ccc(Cl)cc2Cl)nc(N(C)C)n1,-10.9,-9.8,1.2,0.6,11.8,3.4,2.6,8.6,-6.7,162.6,-1.2
CC1CC(C)CN(C(=O)CNS(=O)(=O)c2ccc(Br)s2)C1 (stereo unspecified),-0.7,-8.0,0.0,-0.9,-6.2,-3.9,6.5,4.4,-17.0,2.5,-1.3
O=C(C1CCCO1)N(c1cccc(Cl)c1)C1C=CS(=O)(=O)C1 (stereo unspecified),-7.5,7.2,0.4,6.8,-5.6,3.1,5.7,3.9,-14.9,73.3,-2.5
CC(NC(=O)c1ccc(-c2ccccc2)cc1)C(c1ccccc1)N1CCOCC1 (stereo unspecified),-0.9,3.0,1.5,0.3,-6.3,1.3,-2.4,-0.4,5.9,36.1,-1.2
COc1ccccc1C(=O)NNC(=O)C(=O)NC(C)C,-6.0,4.0,-3.1,-0.2,5.4,2.3,3.3,2.0,3.3,-12.3,-7.9
N#Cc1ccccc1NC(=O)CSc1cn[nH]n1,1.2,1.8,4.4,-0.6,-3.4,1.4,-1.1,0.6,3.0,5.7,-2.4
COC(C)(C)[C@H](O)COc1c2ccoc2cc2oc(=O)ccc12,-4.2,1.7,1.5,1.6,-1.4,1.4,0.2,-5.6,20.6,80.0,-2.4
Cc1ccc(N)cc1NC(=O)CN1CCOCC1,-1.6,4.5,0.1,2.1,6.7,2.2,0.9,1.1,-3.4,42.2,-3.4
CC(=O)Nc1ccc(C(=O)NCCN2CCOCC2)cc1,-2.2,7.6,-0.5,0.8,7.3,1.4,0.4,-10.5,-1.4,21.3,-0.1
Cc1ccccc1C(=O)Nc1ccccc1N1CCCCC1,-8.8,-8.6,2.4,-0.4,-9.7,0.6,-3.9,-1.1,10.1,-3.8,-0.9
CCOC(=O)n1c(=O)oc2cc(S(=O)(=O)N3CCCCC3)ccc21,2.5,-15.0,-0.9,1.2,0.7,/,-3.1,-8.4,7.7,9.7,-2.9
Cc1cc(CNC(=O)c2cc(COc3c(F)cccc3F)on2)nn1C,3.2,-12.3,3.7,-2.1,-7.7,6.8,-1.1,-2.1,3.1,226.0,0.2
CCc1cc(=O)oc2c3c(cc(OCC(=O)NCCCn4ccnc4)c12)OC(C)(C)CC3,1.0,0.5,2.2,1.0,4.1,2.0,5.3,7.0,-10.0,-1.8,0.0
O=C(CSc1ncn[nH]1)NCCOc1ccccc1,2.3,-3.3,0.6,1.2,-6.2,3.2,-3.1,3.3,11.4,14.7,-0.2
Cc1ccc(C(C)(O)CS(=O)(=O)Cc2ccccc2Cl)cc1 (stereo unspecified),-0.7,-5.9,-2.4,-1.2,-6.5,1.9,4.5,6.8,-16.6,-10.8,-2.0
C=CCN1C(=O)C(Cc2ccc(SC(F)F)cc2)SC1=Nc1ccc(C(=O)O)cc1 (stereo unspecified),5.5,-8.5,2.0,0.0,-7.8,2.0,-1.8,2.9,26.6,0.7,1.7
CN(C)CCN(C(=O)c1ccc(S(=O)(=O)N(C)c2ccccc2)cc1)c1nc2cc3c(cc2s1)OCCO3,-0.6,-4.5,0.0,-6.5,-0.5,0.8,0.3,1.4,-0.9,-4.3,-0.1
